# Bioassay records (PubChem)
# EWS-Fli block – EWS/Fli-driven NR0B1 reporter inhibitors, primary screen, A673 cells, NR0B1 luciferase, luminescence, MLPCN library. viability-normalised. inhibition, % at 12.6 µM. 0.67% of 350,000 active. AID 651661, 2012;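 active means mean inhibition of at least 50% after viability correction, with every replicate also passing that limit; inconclusive means mean reaches 50% but only one of two replicates passes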;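 further: firefly luciferase signal divided by Alamar Blue viability fluorescence both relative to DMSO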
# LGR2 inh – inhibitors of bursicon-induced LGR2 CRE-luciferase signal, primary screen, cell-based, HEK293, CRE-luciferase reporter, bursicon stimulation. Drosophila bursicon receptor LGR2 (rickets). bursicon-stimulated, 4 h. inhibition, % at 9.99 µM. 0.35% of 380,000 active. AID 720647, 2013;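 active means drop in luminescence signal, shown as inhibition above about 50% in the replicate tests, limit read from the data, passing the limit was not always enough; inconclusive means probably only some replicates passing the limit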;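 further: agonist challenge used bursicon conditioned medium at about half maximal strength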
# DENV2 CPE – inhibitors of DENV2 cytopathic effect, primary screen, cell-based, plate reader, single concentration. DENV2-infected cells, cytopathic effect rescue. CPE inhibition, % at 9.99 µM. 1.7% of 350,000 active; in the data active means CPE inhibition above about 20%, passing the limit was not always enough; inconclusive means no clear call, values can overlap the other calls; tested in BHK-21 cells;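 further: 0% = median of neutral control wells and 100% = median of positive control wells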
# CASP6 VEID inh – human caspase-6 inhibitors, primary screen, biochemical, VEID-R110 fluorescence, single point, set 2; P55212; purified caspase-6, Z-VEID-R110 cleavage fluorescence; inhibition, % at 12.5 µM; 0.53% of 350,000 active;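 active means mean inhibition across replicates at least about 35%, with every replicate also reaching that limit, limit read from the data; inconclusive means only one of the two criteria met; inactive means neither criterion met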;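 further: 0% = median of neutral control wells and 100% = no fluorescence left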
# Target sequence (P55212 24-179 limits assumed): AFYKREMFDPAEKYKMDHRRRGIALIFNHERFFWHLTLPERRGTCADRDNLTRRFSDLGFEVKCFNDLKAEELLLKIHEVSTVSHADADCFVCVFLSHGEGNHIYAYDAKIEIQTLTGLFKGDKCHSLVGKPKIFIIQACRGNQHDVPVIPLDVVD
# Target sequence (P55212 194-293 limits assumed): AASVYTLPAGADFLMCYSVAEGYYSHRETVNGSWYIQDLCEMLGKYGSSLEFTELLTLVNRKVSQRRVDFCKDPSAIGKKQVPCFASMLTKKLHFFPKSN
# PAX8 inh HTS – inhibitors of PAX8-driven TPO luciferase reporter, primary screen, RMG-I cells, single concentration. SteadyGlo, 24 h. 1.2% of 360,000 active. inhibition, % at 12.6 µM. AID 652154, 2013;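 active means mean replicate inhibition at least 60% with every replicate also reaching 60%; inconclusive means only one of the two criteria is met; inactive means mean below 60% and not all replicates reaching 60%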;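 further: luciferase light reporting Pax8 driven TPO promoter activity; plate controls were median of neutral control wells for no effect and mitoxantrone controls for full effect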
# ARNT-TACC3 inh – disruptors of ARNT/TACC3 protein interaction, primary screen, biochemical, AlphaScreen, single concentration; Transforming acidic coiled-coil-containing protein 3 (Homo sapiens), Q9Y6A5; AlphaScreen His-ARNT PAS-B/GST-TACC3 binding, luminescence; TACC3 fragment carries E629A point mutation; inhibition, % at 9.99 µM; 0.66% of 390,000 active;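 active means mean inhibition of replicates at least 50% and at least half of replicates each reaching 50%; inconclusive means half or more replicates reach 50% but mean below 50%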;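 further: 0% = complete ARNT plus TACC3 wells and 100% = ARNT alone without TACC3; many hits fall short of the cut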
# SIRT5 block – SIRT5 desuccinylase inhibitors, primary screen, biochemical, fluorescence imaging, single point, set 5; NAD-dependent protein deacylase sirtuin-5, mitochondrial (Homo sapiens), Q9NXA8; Purified SirT5, succinyl-peptide AMC, trypsin-coupled fluorescence; inhibition, % at 15 µM; 1.1% of 330,000 active; in the data active means inhibition above about 15%; inconclusive means no clear call, values can overlap the other calls
# Target sequence (Q9NXA8 whole entry, looked up): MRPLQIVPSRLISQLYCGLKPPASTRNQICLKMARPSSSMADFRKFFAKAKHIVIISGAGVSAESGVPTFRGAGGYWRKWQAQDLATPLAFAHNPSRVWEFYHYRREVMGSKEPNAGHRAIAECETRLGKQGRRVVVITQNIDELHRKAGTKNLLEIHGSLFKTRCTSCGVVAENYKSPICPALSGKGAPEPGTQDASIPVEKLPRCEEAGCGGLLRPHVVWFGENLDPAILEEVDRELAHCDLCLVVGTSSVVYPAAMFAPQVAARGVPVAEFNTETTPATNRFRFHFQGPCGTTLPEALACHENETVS
# Active calls of the source: *; ? = inconclusive; nt = no result given; & = joins results of further samples.
SMILES,EWS-Fli block,LGR2 inh,DENV2 CPE,CASP6 VEID inh,PAX8 inh HTS,ARNT-TACC3 inh,SIRT5 block
C[C@H]1CN([C@@H](C)CO)C(=O)c2cccc(NS(C)(=O)=O)c2O[C@H]1CN(C)Cc1ccc(C(=O)O)cc1,-7.4,-15.9,7.7,1.5,nt,-5.5,0.9
COc1ccc(/C=N/NC(=O)COc2cc(C)cc(C)c2)cc1COC(C)=O,nt,25.3,nt,nt,-6.0,4.7,nt
Cc1nc2c3cc(F)ccc3n(Cc3ccccc3F)c2s1,38.3,9.9,-6.3,4.9,24.0,0.9,6.7
Cc1csc(NC(=O)/C=C/c2ccc(C)o2)n1,nt,-30.6,nt,nt,-102.3,-7.5,nt
Cc1cc2c(cc1S(=O)(=O)NCc1ccccc1)NC(=O)CO2,-0.6,2.9,-6.0,5.4,3.2,1.3,-0.9
COc1ccc(CN(C)CC(=O)NC(C)c2ccccc2)cc1OC (stereo unspecified),-0.2,-2.1,-4.5,-1.3,-1.8,-2.3,-1.5
CCOC(=O)C1CCCN(C(=O)CCCn2nnnc2CN2CCC(C)CC2)C1 (stereo unspecified),nt,11.9,-6.2,-0.7,7.7,-13.7,-1.1
O=C(CCc1nnc2ccc(NCc3ccco3)nn12)Nc1ccc(F)cc1,nt,17.0,3.3,9.8,1.3,-3.5,-9.2
O=[N+]([O-])c1ccc(OCc2cnc(Cl)s2)cc1,-7.8,-19.0,4.1,1.6,-21.0,-3.2,0.3
O=C(N/N=C/CCc1ccccc1)c1ccc(CN2c3cccc4cccc(c34)S2(=O)=O)cc1,nt,13.5,nt,nt,5.5,-3.9,nt
COc1ccc2c(CC(=O)OCc3nc4ccsc4c(=O)[nH]3)coc2c1,2.3,-17.8,5.5,2.1,11.5,-1.9,nt
CNC(=O)c1c(NC(=O)CCS(=O)(=O)c2ccccc2)sc(C)c1C,-7.1,2.6,0.5,-5.6,17.6,nt,12.2
COc1ccc(C(=O)NCC2COc3ccccc3O2)cc1S(=O)(=O)N1CCOCC1 (stereo unspecified),0.1,-5.1,6.2,-1.0,-4.6,nt,-2.2
CC(=O)Nc1ccc(S(=O)(=O)N(C)CC(=O)OC(C)C(=O)N(C)Cc2ccccc2)cc1 (stereo unspecified),nt,-4.0,-8.9,18.6,5.4,-3.6,-3.0
Cc1ccc(S(=O)(=O)N2CCC(C(=O)OC(C)C(=O)NC(N)=O)CC2)cc1C (stereo unspecified),2.2,17.5,3.3,0.1,-3.9,-24.5,0.9
Cc1ccc(NC(=O)CSCC(=O)Nc2nnc(C)s2)cc1,1.3,-8.2,-7.3,-1.5,5.3,nt,-3.4
O=C(C1=C[C@H](c2ccc(C(F)(F)F)cc2)C[C@H](OCCCCO)O1)N1CCN(Cc2ccc3c(c2)OCO3)CC1,-1.4&-3.5,-3.9,6.0&5.0,-3.0&-2.0,0.3&22.2,14.3&3.9,-1.7&-5.5
CNC(=S)Nc1cc(Cl)ccc1Oc1ccccc1,2.3,-3.0,0.3,-0.8,-2.7,-19.0,-1.3
Cc1ccc(-c2cccc([C@H]3[C@@H]4C=CC[C@@H](C)[C@@H]4C(=O)N3Cc3ccccc3)c2)cc1,8.3,8.8,-1.3,-1.1,5.1,-0.2,2.9
CCCCCCCCN1C(=O)[C@H](CC(=O)NCC23CC4CC(CC(C4)C2)C3)C[C@@]2(C(=O)OCC)CCC=C12,4.0,-1.3,-5.0,2.1,-1.5,nt,-4.8
COc1cc(/C=C(\C#N)c2nc3ccccc3[nH]2)cc(Br)c1OCc1ccccc1,6.9,16.5,nt,-3.9,27.1,-5.8,1.8
O=C(CN1C(=O)C2CCCCC2C1=O)Nc1cccc(C(F)(F)F)c1 (stereo unspecified),0.3,-9.8,4.2,0.6,-31.2,-6.2,nt
C[C@@H]1CN([C@H](C)CO)C(=O)c2cc(-c3ccccc3F)cnc2O[C@H]1CN(C)Cc1ccccc1,-8.0,11.0,5.5,-0.4,nt,-1.6,-2.4
Cc1ccc(CNC(=O)OC2CC3CC2[C@H]2CCCCN2C3=O)cc1 (stereo partly specified),0.9,-22.4,-0.7,-1.3,-2.9,nt,0.8
COc1cc(/C=N\NC(=O)C2COc3ccccc3O2)cc(OC)c1O (stereo unspecified),1.5,2.7,6.1,4.0,-1.7,-1.8,-3.9
# The listing continues:
SMILES,EWS-Fli block,LGR2 inh,DENV2 CPE,CASP6 VEID inh,PAX8 inh HTS,ARNT-TACC3 inh,SIRT5 block
CC(OC(=O)C1CC(=O)N(Cc2ccccc2)C1)C(=O)Nc1ccc(F)cc1Cl (stereo unspecified),-1.7,4.5,1.9,-0.5,-1.6,2.3,-0.8
CC(C)OP(=O)(OC(C)C)C(O)c1cccc([N+](=O)[O-])c1 (stereo unspecified),2.1,2.8,-3.7,-1.5,-2.2,-4.7,-1.4
COc1cccc(CN(C(=O)Cc2c[nH]c3ccccc23)C(C(=O)NC2CCCCC2)c2ccc(C)o2)c1 (stereo unspecified),?,9.8,nt,-1.3,27.2,3.8,-4.8
COc1ccc(S(=O)(=O)NCC(c2cccs2)N2CCc3ccccc3C2)cc1 (stereo unspecified),-17.8,5.0,-11.8,-0.6,-6.2,-2.9,-8.3
CCC(=O)Nc1c(-c2ccc(Cl)cc2)c(=O)c2ccccc2n1C,7.3,2.3,-3.7,-1.2,-29.2,8.9,-4.0
CCCCNC(=S)NNC(=O)c1cc(C2CC2)nc2ccccc12,20.1,0.4,1.0,4.1,-25.4,6.8,-1.1
COc1ccc2cc(C#CC3=CC(=O)C[C@H](c4ccc(F)cc4)C3)ccc2c1,1.2,31.2,-2.2,0.3,7.5,nt,-0.2
COc1ccc(Nc2cc(C)c3cc([N+](=O)[O-])ccc3n2)cc1,-37.4,1.4,28.4*,-1.3,-4.3,13.3,-5.2
CCOC(=O)c1c(NC(=O)Cn2cnc([N+](=O)[O-])n2)sc(C)c1C,5.0,-5.8,0.2,1.2,4.1,-3.8,0.2
O=C(C[C@@H]1C[C@H]2c3cc(NC(=O)NC4CCCCC4)ccc3O[C@H]2[C@H](CO)O1)NCC1CC1,-2.6,-0.6,-0.3,-0.8,-5.1,-6.4,-2.1
CSCCC(NC(=O)c1ccco1)C(=O)NCc1ccc2c(c1)OCO2 (stereo unspecified),-2.3,-6.2,-9.8,6.1,-7.0,-4.6,-7.6
COCCCNC(=O)C[C@@H]1C[C@@]2(C(=O)OC)CC(C)(C)CC=C2N(Cc2ccc3c(c2)OCO3)C1=O,-1.6,1.8,12.9,1.7,-9.5,nt,-1.0
CN(C)C1CN(Cc2cn(Cc3ccc(C(F)(F)F)cc3)nn2)S(=O)(=O)C1 (stereo unspecified),0.1,3.5,-13.1,-4.3,-10.9,nt,-3.0
Cc1ccc(C(=O)Nc2ccc(N3CCN(C(=O)c4ccco4)CC3)cc2)cc1,-25.1,5.1,9.4,4.0,6.0,2.2,-4.7
C=C1C(O)C[C@@H](C(C)C)N(CC(C)C)S1(=O)=O (stereo partly specified),-6.0,-1.7,-5.4,-3.1,22.5,-1.6,-1.5
CCCc1cc(C(=O)NC2CCCC2)no1,-58.7,-77.0,0.3,0.2,-133.7,-2.4,-0.7
Cc1occc1C(=O)N/N=C/c1ccc(Br)s1,-122.1,-53.8,-0.7,1.9,-168.1,5.5,2.0
COc1ccccc1NC(=O)N[C@H]1CC[C@@H](CCn2cc(-c3ccccc3)nn2)O[C@@H]1CO,3.7,-29.9,-2.9,-1.4,20.6,-6.0,8.6
CCOC(=O)c1nc2sc(C)c(C)c2c(=O)[nH]1,-11.2,-3.1,1.0,3.2,nt,-1.0,-12.8
CCCN(C)C[C@@H]1OCc2cnnn2CCCC(=O)N([C@@H](C)CO)C[C@@H]1C,0.3,-5.0,-5.1,-6.8,-16.8,-1.6,-7.4
COc1ccccc1-c1cnc2c(c1)C(=O)N([C@H](C)CO)C[C@@H](C)[C@@H](CN(C)Cc1ccncc1)O2,-15.3,-14.6,-7.1,-0.4,nt,-5.7,-0.3
N#Cc1ccc(OCc2ccc(C(=O)O)o2)cc1,-4.4,-3.1,-7.1,-0.5,-10.6,11.7,-3.0
COc1ccccc1N1CCN(C(=O)c2ccccc2N(C)S(=O)(=O)c2ccc(C)cc2)CC1,7.9,6.7,9.0,1.6,-1.0,2.3,-2.9
CC1(C)C(=O)Nc2ccccc2N1C(=O)COC(=O)Cc1c(F)cccc1Cl,2.9,-4.2,?,4.1,-8.5,-5.6,-3.4
COc1cc(NCc2ccccc2)c2ncn(Cc3ccccc3)c2c1,5.6,nt,nt,2.5,2.8,-2.2,4.4

# Ordered by molecular weight (highest first): part of the list above
SMILES,EWS-Fli block,LGR2 inh,DENV2 CPE,CASP6 VEID inh,PAX8 inh HTS,ARNT-TACC3 inh,SIRT5 block
COc1ccccc1-c1cnc2c(c1)C(=O)N([C@H](C)CO)C[C@@H](C)[C@@H](CN(C)Cc1ccncc1)O2,-15.3,-14.6,-7.1,-0.4,nt,-5.7,-0.3
COc1ccccc1N1CCN(C(=O)c2ccccc2N(C)S(=O)(=O)c2ccc(C)cc2)CC1,7.9,6.7,9.0,1.6,-1.0,2.3,-2.9
CN(C)C1CN(Cc2cn(Cc3ccc(C(F)(F)F)cc3)nn2)S(=O)(=O)C1 (stereo unspecified),0.1,3.5,-13.1,-4.3,-10.9,nt,-3.0
Cc1ccc(C(=O)Nc2ccc(N3CCN(C(=O)c4ccco4)CC3)cc2)cc1,-25.1,5.1,9.4,4.0,6.0,2.2,-4.7
COc1ccc2cc(C#CC3=CC(=O)C[C@H](c4ccc(F)cc4)C3)ccc2c1,1.2,31.2,-2.2,0.3,7.5,nt,-0.2
CCC(=O)Nc1c(-c2ccc(Cl)cc2)c(=O)c2ccccc2n1C,7.3,2.3,-3.7,-1.2,-29.2,8.9,-4.0
Cc1occc1C(=O)N/N=C/c1ccc(Br)s1,-122.1,-53.8,-0.7,1.9,-168.1,5.5,2.0
C=C1C(O)C[C@@H](C(C)C)N(CC(C)C)S1(=O)=O (stereo partly specified),-6.0,-1.7,-5.4,-3.1,22.5,-1.6,-1.5
CCCc1cc(C(=O)NC2CCCC2)no1,-58.7,-77.0,0.3,0.2,-133.7,-2.4,-0.7

# Other structures:
SMILES,EWS-Fli block,LGR2 inh,DENV2 CPE,CASP6 VEID inh,PAX8 inh HTS,ARNT-TACC3 inh,SIRT5 block
CC(NC=O)c1nc2ccccc2n1CCc1ccccc1 (stereo unspecified),-0.3,8.8,3.5,-2.8,24.3,-5.3,1.1
Oc1cccc2cnccc12,16.8,5.5,0.3,1.2,6.3,-3.9,-1.6
Cc1ccc(C(=O)N2CCN(CCNC(=O)C(=O)NCc3ccc(Cl)cc3)CC2)cc1,-8.8,-3.6,8.5,12.6,13.6,-3.5,-0.2
O=C(CN1C(=O)c2ccccc2C1=O)NNC1=NS(=O)(=O)c2ccccc21,-2.0,2.3,nt,-0.1,-5.0,-0.1,-1.5
Oc1ccccc1,-2.2,-4.0,-0.1,-0.9,nt,nt,nt
S=c1[nH]nc(-c2ccco2)n1-c1ccccc1Cl,-38.9,-1.0,nt,-3.7,-13.6,-12.2,-5.4
O=C(Cc1csc(-c2ccccc2)n1)NCc1cccs1,-11.0,-27.5,0.0,-0.9,-21.8,-3.6,0.8
COc1ccc(OC)c(S(=O)(=O)N2CCC(NC(=O)c3ccccc3)CC2)c1,14.4,-23.8,9.7,1.0,-7.0,-9.8,-3.3
